FEN1 inh – human FEN1 inhibition. Recombinant FEN1 flap cleavage, fluorescence, 15 min. 390,000 compounds, 0.35% hits. AID 588795. P39748. Potency, µM (highest dose often 114 µM), for inactives: at the top dose activity change, negative = inhibition, hits mostly inhibitors; note: nearly all actives have a fitted effect of over 65% in size
Target sequence (P39748 whole entry, looked up): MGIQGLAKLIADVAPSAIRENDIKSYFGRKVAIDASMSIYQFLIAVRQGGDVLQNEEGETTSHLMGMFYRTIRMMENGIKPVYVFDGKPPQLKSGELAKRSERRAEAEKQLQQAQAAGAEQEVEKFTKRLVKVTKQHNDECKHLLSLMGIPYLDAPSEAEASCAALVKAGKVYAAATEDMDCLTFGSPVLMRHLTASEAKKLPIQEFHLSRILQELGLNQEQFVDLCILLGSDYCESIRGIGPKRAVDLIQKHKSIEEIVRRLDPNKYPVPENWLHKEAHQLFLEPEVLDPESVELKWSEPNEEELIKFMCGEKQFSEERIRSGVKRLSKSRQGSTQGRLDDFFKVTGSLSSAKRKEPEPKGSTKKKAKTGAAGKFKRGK
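Recombinant FEN1 (10 nM) was preincubated with pin-transferred compounds for 15 min at room temperature, then flap DNA substrate (50 nM final) was added. Plates were read at 0 and 15 min, and normalized concentration–response data were fitted to a four-parameter Hill equation.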
GCN5L2 inh – GCN5L2 (KAT2A) acetyltransferase inhibition. Q92830. GCN5L2 HAT assay, ThioGlo1 CoA-SH fluorescence. Potency, µM (highest dose often 58.9 µM), without a hit: top-dose activity change, negative = inhibition, most hits filed as inhibitors. 390,000 compounds, 0.21% hits
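GCN5L2 (20 nM) in 50mM HEPES pH 7.5, 0.1mM EDTA, 0.01% Tween-20 preincubated 15 min with compounds at room temperature. Reaction started with H3(1-25) 75uM, acetyl-CoA 70uM, ThioGlo1 50uM; CoA-thiol fluorescence (Ex340/Em540) read at 0 and 20 min.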
N370S GC – N370S glucocerebrosidase modulation, Gaucher chaperone candidate | P04062 | N370S GC spleen homogenate, 4MU-glucoside fluorescence | Potency, µM (titrated, usually from 59.4 µM), for the others: at the highest dose activity change, negative = inhibition, actives largely listed as inhibitors | 330,000 compounds, 0.092% hits | AID 2101;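 note: 0% = full enzyme activity and -100% = no enzyme basal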
* hit, by the source's call; ? = inconclusive; nt = not tested or not shown; & = joins results of further samples; [ ] = remark or other dose. Calls come from the whole dose curve; as a rule, active = well fitted curve in the direction sought with a large enough effect; inconclusive = small, poorly fitted or top-dose-only effect, or another doubt; inactive = no such curve, though single readings can be large; an effect the other way counts as inactive or inconclusive. Unless noted, % is set by controls: 0 for no effect and ±100 for the full control effect; potency is the fitted concentration of half-maximal effect.

SMILES	FEN1 inh	GCN5L2 inh	N370S GC
CC1=CC(=O)C=C(C)C1=NOS(=O)(=O)c1ccccc1	-5%	-19%	-10%
Cn1c(N)c(C(=O)CSc2nnc(C3CC3)n2-c2ccccc2)c(=O)n(C)c1=O	-2%	1%	nt
CCCCNc1oc(-c2cccs2)nc1S(=O)(=O)c1ccccc1	?	-11%	23%
Cc1sc2nc(CN3CCCC3)nc(N3CCC(C(N)=O)CC3)c2c1C	-3%	-13%	nt
Cc1cccc(S(=O)(=O)Nc2ccc(C)c3c2OC(C)(C)C3)c1	7%	-9%	-14%
CCC(=O)/C=C1\Sc2ccccc2N1CC	-3%	-10%	8%
O=C(COc1ccc(Cl)cc1)Nc1ccc(N2CCN(C(=O)c3ccco3)CC2)cc1	10%	-3%	0%
O=C(CN(Cc1cccs1)C(=O)CCC(=O)Nc1nccs1)NCc1ccccc1	-10%	0%	0%
Cc1ccc(C(=O)NCC(=O)Nc2ccncc2)cc1	-6%	-1%	-3%
c1nc(N2CCNCC2)c2cc(-c3ccc4c(c3)OCO4)ccc2n1	nt	-7%	-19%
Cc1cccc(NC(=S)NNC(=O)COc2ccc(Cl)cc2Cl)c1	12%	28%	10%
O=C(NCCCn1ccnc1)C(=O)NCC1OCCN1S(=O)(=O)c1ccccc1 (stereo not drawn)	-3%	-2%	-2%
O=C(CCc1nc2ccccc2c(=O)[nH]1)N1CCN(c2ccccc2Cl)CC1	-15%	3%	nt
O=C(NCCc1c[nH]c2ccccc12)C(=O)NCC1OCCN1S(=O)(=O)c1ccc(F)cc1 (stereo not drawn)	14%	-4%	-4%
O=C(Nc1ccc2c(c1)OCO2)c1cc2ncc(Br)cn2n1	-15%	-29%	3%
Cc1ccc(S(=O)(=O)c2cc3c(=O)n4ccccc4nc3n(C)c2=N)cc1C	-15%	-5%	0%
CCCN(CCC)c1nn2c(=O)c(C(=O)NCc3cccc(OC)c3)cnc2s1	-5%	-29%	nt
O=C(CN1CC(c2ccccc2)CC1=O)N/N=C/c1cc(Br)ccc1O (stereo not drawn)	-4%	1%	-3%
CSc1ccccc1N1CCN(C(=O)Nc2ccc3c(c2)NC(=O)CO3)CC1	13%	-5%	8%
CC(C)Sc1nc2ncnc(N)c2[nH]1	-7%	-8%	8%
CC(=O)/C(N=Nc1nc2c([nH]1)c(=O)n(C)c(=O)n2C)=C(\C)O	-11%	-1%	-7%
CCC(C)(C)NC(=O)C(c1ccccc1Cl)N(C(=O)CCC(=O)Nc1cc(C)on1)C(C)(C)C (stereo not drawn)	-3%	-1%	-8%
O=C(CC1N=C2c3ccccc3N=C(SCc3cccc(F)c3)N2C1=O)NC1CCCCC1 (stereo not drawn)	23%	-8%	nt
CCn1c(-c2ccc(N)cc2)nc2ccccc21	19%	-4%	-4%
CCOc1ccc(-c2cc(CCCC(=O)Nc3cccc(OC)c3)no2)cc1	15%	-2%	7%
Later entries:
SMILES	FEN1 inh	GCN5L2 inh	N370S GC
CCn1c(SCc2ccccc2C)nc(=O)c2c(C(=O)OC)cc(C3CC3)nc21	-25%	-8%	nt
COc1ccc(CC(=O)Nc2ccccc2NC(=O)c2ccco2)cc1OC	7%	16%	1%
CC(Sc1nc(N)cc(=O)[nH]1)C(=O)Nc1cccc(Cl)c1 (stereo not drawn)	-9%	-1%	9%
COc1ccccc1NC(=O)CCCN1C(=O)C(c2ccccc2)Oc2cccnc21 (stereo not drawn)	-6%	-4%	-5%
Cc1ccc(S(=O)(=O)NN2C(=O)c3ccccc3NC2c2ccccc2O)cc1 (stereo not drawn)	-13%	-11%	1%
Cc1cc(C(=O)NN)n[nH]1	-2%	-7%	4%
COc1ccc(OC)c(C(=O)CSc2nnc(-c3cccnc3)n2C)c1	-2%	nt	2%
CN(C)C1=NC[C@H](Cc2ccccc2)N1CC1CCCCCC1	-7%	-2%	-26%
CCOc1ccc(C(=O)NCC(=O)OCc2cc(C(C)=O)ccc2OC)cc1	2%	1%	9%
CC(CCc1ccccc1)NC(=O)c1ccc(C(=O)NC(C)CCc2ccccc2)cc1 (stereo not drawn)	-12%	0%	1%
CC1CC(c2ccccc2)n2nc(NC(=O)c3ccco3)nc2N1 (stereo not drawn)	7%	-1%	-26%
CN(CCCNC(=O)C1CCC(CNS(=O)(=O)c2ccccc2)CC1)Cc1ccccc1 (stereo not drawn)	-9%	-7%	5%
O=C(c1cc(-c2ccccc2)nc2ccccc12)N1CCN(C2CCS(=O)(=O)C2)CC1 (stereo not drawn)	21%	0%	nt
COc1ccc(S(=O)(=O)Nc2cccc3c2O[C@H](CN(C)S(=O)(=O)c2ccc(Cl)cc2)[C@H](C)CN([C@H](C)CO)C3=O)cc1	10%	-5%	nt
CCc1ccc(S(=O)(=O)N2CC(=O)Nc3ccccc32)cc1	-3%	-2%	-18%
O=C(c1ccncc1)c1ccc(N2CCN(C3CC(=O)N(Cc4cccs4)C3=O)CC2)cc1 (stereo not drawn)	-4%	-6%	1%
CCc1nn(CC(=O)N2CCC(C(N)=O)CC2)c(=O)c2cc3occc3n12	-9%	0%	1%
COC(=O)c1sccc1S(=O)(=O)N(CC(=O)Nc1ccccc1F)c1ccccc1	-10%	-21%	nt
CCCCCOC(=O)Cc1c(C)nc(-c2ccccc2)[nH]c1=O	-3%	-1%	3%
CS(=O)(=O)c1ccc2c(c1)sc1nc(=O)c(/C=C3/C=CC(=O)C(O)=C3)c(N)n12	13µM*	?	-14%
C=CCN(c1ccccc1)S(=O)(=O)c1cccc(C(=O)Nc2cc(C)ccn2)c1	2%	-5%	4%
Cn1nnnc1Sc1ncnc2scc(-c3cccc(C(F)(F)F)c3)c12	6%	-8%	nt
COc1ccc(S(=O)(=O)N2CCOCC2)cc1NC(=O)CN1C(=O)NC(C)(C2CC2)C1=O (stereo not drawn)	-1%	1%	nt
CC1=C(CO)C(=O)OC([C@@H](C)C2CC[C@H]3C4C[C@H]5O[C@]56[C@@H](O)C=CC(=O)[C@]6(C)C4CC[C@]23C)C1 (stereo partly drawn)	-8%	-16%	-9%
Cc1ccc(N2C(=O)N3[C@H](c4ccc(Cl)cc4)[C@@H]4C(=O)N(C5CCCCC5)C(=O)[C@@H]4[C@]3(Cc3ccccc3)C2=O)cc1	1%	-7%	-2%

Some of these compounds in order of molar mass, ascending.
SMILES	FEN1 inh	GCN5L2 inh	N370S GC
CCC(=O)/C=C1\Sc2ccccc2N1CC	-3%	-10%	8%
Cc1ccc(C(=O)NCC(=O)Nc2ccncc2)cc1	-6%	-1%	-3%
CC(=O)/C(N=Nc1nc2c([nH]1)c(=O)n(C)c(=O)n2C)=C(\C)O	-11%	-1%	-7%
CCCCCOC(=O)Cc1c(C)nc(-c2ccccc2)[nH]c1=O	-3%	-1%	3%
CCc1ccc(S(=O)(=O)N2CC(=O)Nc3ccccc32)cc1	-3%	-2%	-18%
CC1CC(c2ccccc2)n2nc(NC(=O)c3ccco3)nc2N1 (stereo not drawn)	7%	-1%	-26%
Cc1cccc(S(=O)(=O)Nc2ccc(C)c3c2OC(C)(C)C3)c1	7%	-9%	-14%
CCCCNc1oc(-c2cccs2)nc1S(=O)(=O)c1ccccc1	?	-11%	23%
COc1ccc(OC)c(C(=O)CSc2nnc(-c3cccnc3)n2C)c1	-2%	nt	2%
Cc1cccc(NC(=S)NNC(=O)COc2ccc(Cl)cc2Cl)c1	12%	28%	10%
CCOc1ccc(C(=O)NCC(=O)OCc2cc(C(C)=O)ccc2OC)cc1	2%	1%	9%
C=CCN(c1ccccc1)S(=O)(=O)c1cccc(C(=O)Nc2cc(C)ccn2)c1	2%	-5%	4%
O=C(CN1CC(c2ccccc2)CC1=O)N/N=C/c1cc(Br)ccc1O (stereo not drawn)	-4%	1%	-3%
CC(CCc1ccccc1)NC(=O)c1ccc(C(=O)NC(C)CCc2ccccc2)cc1 (stereo not drawn)	-12%	0%	1%
O=C(CN(Cc1cccs1)C(=O)CCC(=O)Nc1nccs1)NCc1ccccc1	-10%	0%	0%
COC(=O)c1sccc1S(=O)(=O)N(CC(=O)Nc1ccccc1F)c1ccccc1	-10%	-21%	nt
CN(CCCNC(=O)C1CCC(CNS(=O)(=O)c2ccccc2)CC1)Cc1ccccc1 (stereo not drawn)	-9%	-7%	5%
Cc1ccc(N2C(=O)N3[C@H](c4ccc(Cl)cc4)[C@@H]4C(=O)N(C5CCCCC5)C(=O)[C@@H]4[C@]3(Cc3ccccc3)C2=O)cc1	1%	-7%	-2%
COc1ccc(S(=O)(=O)Nc2cccc3c2O[C@H](CN(C)S(=O)(=O)c2ccc(Cl)cc2)[C@H](C)CN([C@H](C)CO)C3=O)cc1	10%	-5%	nt

(continued)
SMILES	FEN1 inh	GCN5L2 inh	N370S GC
Cc1ccc(-c2onc3ccc(C(=O)O)cc23)cc1	14%	18%	2%
CSc1ncc(C(=O)Nc2ccc(C)c(Cl)c2)c(-c2ccccc2)n1	0%	-17%	nt
CCOc1ccc(CN2CCN(CCCc3ccccc3)CC2CCO)cc1 (stereo not drawn)	1%	1%	-11%
CC(C(=O)NC1CCCC1)N(C(=O)Cn1nnc(-c2ccc(F)cc2)n1)c1ccccc1F (stereo not drawn)	0%	-8%	23%
Cc1ccc(NC(=O)c2cccc3ccccc23)cc1	5%	1%	2%
CCOc1ccc(NC(=O)C2CCCN(S(=O)(=O)c3ccc4c(c3)CCCN4C(C)=O)C2)cc1 (stereo not drawn)	?	-16%	3%
Cc1cccc(NC(=S)N2CCC(NC(=O)C3CCCCC3)CC2)c1	2%	-5%	-14%
CC(=O)c1ccc(N2CCc3ccccc3C2)c([N+](=O)[O-])c1	?	-4%	-2%
CC1=C(C(=O)OCC2CCCCC2)C(c2cccc(F)c2F)CC(=O)N1 (stereo not drawn)	-2%	-1%	nt
CCOc1ccc(S(=O)(=O)Nc2cccc(C(=O)NCC3(N4CCCCC4)CCCCC3)c2)cc1	2%	-1%	-11%
COc1ccc(N2C(=O)CC(SCCc3nc4ccccc4[nH]3)C2=O)cc1 (stereo not drawn)	-1%	-6%	7%
O=C(Cc1ccccc1)NN1C(=O)/C(=C/c2ccc(C(=O)O)cc2)SC1=S	-10%	0%	-1%
CC(C)(C)NC(=O)C(c1ccc(F)cc1)N(CCc1ccccc1)C(=O)c1ccn[nH]1 (stereo not drawn)	1%	-6%	-10%
O=S(=O)(NC1CC2CCC1C2)c1ccc(Br)s1 (stereo not drawn)	3%	-16%	-11%
CCN(Cc1ccncc1)C(=O)c1ccc(C)c(S(=O)(=O)N2CCCCC2)c1	20%	-2%	nt
COc1ccc(Nc2ncc3c(n2)CCN(C(=O)OC(C)(C)C)C3)cc1	-11%	-1%	nt
CC1(C)CC(=O)C2=C(C1)Nc1ccccc1NC2c1ccccc1F (stereo not drawn)	4%	-6%	-3%
C=CCC(=O)N1CCCC(CCC(=O)NCc2ccccc2F)C1 (stereo not drawn)	6%	3%	0%
C/C(=N\Nc1nc2ccccc2s1)c1cccs1	-2%	-8%	10%
CCCCCNC(=O)c1ccc2c(c1)ncn2-c1cccc(C)c1	1%	-10%	nt
Cc1ccc2c(c1)C(c1ccccc1)N(C(=O)Cc1ccc(F)cc1)CC(=O)N2 (stereo not drawn)	-2%	-4%	nt
COc1cccc(N2CCN(c3ccc4nnc(CCC(=O)Nc5cccc(C(C)=O)c5)n4n3)CC2)c1	16%	-5%	2%
COC(=O)c1cc2occc2n1Cc1nc(-c2ccc(C)cc2)oc1C	15%	0%	nt
Cc1csc(=O)n1CC(=O)OC(C)C(=O)Nc1cccc(Cl)c1 (stereo not drawn)	2%	1%	2%
CCCCCC1CC(=O)N(Cc2ccc(Cl)cc2)C(=O)N1 (stereo not drawn)	-3%	4%	4%
Going on with the list:
SMILES	FEN1 inh	GCN5L2 inh	N370S GC
CCCCN(CC)CCNC(=O)CN1C(=O)COc2ccc(S(=O)(=O)N3CCCC3)cc21	17%&-8%	-2%&-7%	8%
CS(=O)(=O)c1ccccc1-c1nc(-c2cc(C(F)(F)F)cc(C(F)(F)F)c2)no1	4%	-4%	-14%
COc1cc2c(cc1OC)C1O[C@](CCCCN3C(=O)c4ccccc4C3=O)(C2)Oc2c1c(=O)oc1ccccc21	nt	-10%[12.7 µM]	-6%[12.8 µM]
CC(=O)[C@@H]1CC[C@@H]2[C@@H]3CCC4=CC(=O)CC[C@@]4(C)[C@H]3CC[C@]21C	nt	3%[21.4 µM]	1%[21.6 µM]
Cc1ccc(-n2ncc(C(=O)NCCCN3CCCCC3)c2C2CCN(C(=O)OC(C)(C)C)CC2)cc1	-2%	-16%	nt
O=C(NNC(=O)c1ccc(Br)s1)c1cccc(Cl)c1	-7%	-7%	nt
Cc1ncc(/C=C2\C(=O)Nc3ccccc32)[nH]1	-1%	-6%	?
COc1ccccc1C(=O)OCC(=O)Nc1ccc(OC(F)F)cc1	-14%	0%	9%
Cc1ccc(CC(=O)Nc2ccc(C(=O)N3CCOCC3)cc2)cc1	5%	0%	-13%
COc1cc(C(=O)NCC(c2ccccc2)N(C)C)ccc1OCc1c(C)noc1C (stereo not drawn)	-4%	-4%	nt
CC(C)C(=O)Nc1ccc2c3c(cccc13)CC2	-2%	0%	-4%
